Assay outcomes (PubChem BioAssay)
Siah-1 displacement: Siah-1 peptide-binding antagonists, primary screen, biochemical, fluorescence polarization, rhodamine-plectin, uHTS (AID 1817). Siah-1 / rhodamine-plectin peptide fluorescence polarization; higher % means a stronger effect. displacement, % at 20 µM, or IC50 in µM where a hit was titrated. 0.02% of 290,000 active;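 active = displacement of at least 50% at 20 µM, with a fluorescence ratio check between 0.3 and a set limit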;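 note: plate controls were Siah plus tracer with DMSO for no effect and tracer alone without Siah for full effect; strong numbers were not always called active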
CSM14.1 death rescue: rescue of cells from ER stress-induced death, primary screen, 384-well, CSM14.1, thapsigargin, ATP luminescence (AID 1222); 190,000 tested, under 10 active; CSM14.1 thapsigargin-induced death rescue, ATP luminescence; higher % means a stronger effect; one-dose cellular ATP content (survival), % at 20 µM; EC50 in µM for titrated hits;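 active = EC50 below 50 µM in the dose-response confirmation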;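 note: death triggered by thapsigargin at about 15 µM added after 2 h compound pretreatment; cell ATP read after overnight thapsigargin exposure of roughly 18 to 22 hours; normalized against plate controls of thapsigargin alone and 5% DMSO vehicle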
M17LAP inhibition: P. falciparum M17LAP inhibitors, primary screen, biochemical, fluorogenic H-Leu-NHMec substrate, 1536-well (AID 1619) | one-dose inhibition, % at 30 µM; IC50 in µM for titrated hits | recombinant M17LAP, H-Leu-NHMec fluorogenic kinetic assay; higher % means a stronger effect | 0.38% of 220,000 active;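 active = compound inhibiting the enzyme by more than half at any dose during confirmatory dose-response retesting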;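 note: plate controls were full reaction with DMSO carrier for no effect and no enzyme background for full effect; strong numbers were not always called active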
NOD2 inhibition: NOD2 signaling inhibitors, cell-based, luminescence, uHTS, HEK293 (AID 1566). one-dose inhibition, % at 4 µM; EC50 in µM for titrated hits. HEK293 NOD2/NF-kB luciferase reporter, luminescence; higher % means a stronger effect. 0.63% of 290,000 active; note: many of its hits are not listed in these tables
XIAP antagonists: XIAP antagonists, biochemical, IAP family, fluorescence polarization (AID 1018); XIAP BIR domain, fluorescence polarization peptide displacement; higher % means a stronger effect; displacement, % at 20 µM, or IC50 in µM where a hit was titrated; 0.007% of 200,000 active; in the data active = displacement above about 50%; note: a part of the inactive calls stands beside numbers as strong as those of hits
LYP phosphatase: inhibitors of LYP phosphatase, biochemical, fluorescence intensity, uHTS (AID 1779). recombinant LYP phosphatase, fluorescence intensity; higher % means a stronger effect. inhibition, % at 11.5 µM, or IC50 in µM where a hit was titrated. 0.054% of 290,000 active;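 note: plate controls were vehicle with enzyme for no effect and no enzyme for full effect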
Hep lipid drop: modulators of hepatic lipid droplet formation | 0.4% of 240,000 active | AML12 mouse hepatocytes, oleate lipid droplets, BODIPY imaging | inhibition, % at 6.5 µM;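 active = lipid droplet intensity inhibited by at least 50%, with more than 500 cells counted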
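System: AML12 hepatocytes (mouse). Probe or stimulus: oleic acid at 100 µM to induce lipid droplet formation. Times: overnight treatment with compound plus oleate. Detection: Image-based BODIPY and DAPI two-channel analysis. Evaluation: percent inhibition of filter-corrected integrated lipid droplet intensity per well.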
P. falciparum M1AAP: malaria alanyl aminopeptidase activity blockers – biochemical, fluorogenic H-Leu-NHMec substrate, 1536-well (AID 1445) | 0.42% of 220,000 active | recombinant M1AAP, H-Leu-NHMec fluorogenic kinetic assay; higher % means a stronger effect | one-dose inhibition, % at 30 µM; IC50 in µM for titrated hits;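 active = primary inhibition above the hit cutoff, then over 50% inhibition at one or more dose response concentrations, cut at about 23% in these data, passing the limit was not always enough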;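 note: plate controls were DMSO full reaction for no effect and no enzyme background for full effect; strong numbers were not always called active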
AID2073: inhibitors of Mint1-CaV2.2 protein interaction, biochemical, HTRF (AID 2073). HTRF protein-protein interaction, Mint1-CaV2.2; higher % means a stronger effect. inhibition, % at 20 µM, or IC50 in µM where a hit was titrated. 0.19% of 290,000 active; in the data active = inhibition mostly above about 51%, no sharp cut-off; note: some results filed as inactive read as strong as hits
Hep lipid drop cells 6.5 µM: further read-out of Hep lipid drop, marked with its call; cell count; measured here: cell count, cytotoxicity flag;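 cells counted across two imaged fields per well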
An asterisk follows results filed as active; · = no result given. Cut-off read from the data, not from the text of the source, unless noted: active = inhibition above about 50%; inactive = the rest.

SMILES | Siah-1 displacement | CSM14.1 death rescue | M17LAP inhibition | NOD2 inhibition | XIAP antagonists | LYP phosphatase | Hep lipid drop | Hep lipid drop cells 6.5 µM | P. falciparum M1AAP | AID2073
OCCN1CCN(C(=S)Nc2ccccc2)CC1 | 9% | -0.6% | 0% | 10% | -4.2% | -8% | 2 | 706 | -2% | -22%
O=C1C/C(=C/NCc2ccccc2)C(=O)N1 | -2% | -2.4% | 9% | 12% | -4.3% | -10% | 0 | 733 | 2% | -4%
CCOC(=O)NC(=O)C(=CNc1ccc(C)cc1)C(=O)NC(=O)OCC | 4% | 1.1% | -8% | 8% | -1.3% | 57%* | 9 | 654 | -1% | 2%
COCCCNc1nnc(Cc2ccc(Cl)cc2)c(=O)[nH]1 | 0% | · | · | 6% | · | -8% | · | · | · | 10%
Cc1ccccc1NC(=O)Cc1nnc(N)s1 | 12% | · | 0% | 18% | · | -8% | 7 | 720 | 14% | -4%
O=C(CCCCn1c(=O)[nH]c2ccccc2c1=O)NCCC1=CCCCC1 | -1% | -0.1% | 2% | -3% | -4.2% | 2% | · | · | 9% | 13%
COc1cc(NC(=O)CSc2nncn2C)c(C)cc1[N+](=O)[O-] | -5% | -1.0% | 16% | 13% | -6.8% | 1% | 4 | 701 | 3% | -4%
O=C(COC(=O)c1ccc2c(=O)n3c(nc2c1)CCC3)NC1CCS(=O)(=O)C1 (stereo not drawn) | -1% | -1.4% | 7% | -4% | -2.2% | 4% | 1 | 690 | -1% | 34%
Cc1ccc(C(=O)CSc2nnc(COc3cccc(C)c3)o2)cc1 | 3% | -1.8% | 1% | 10% | -2.8% | 1% | · | · | 1% | -9%
COC(=O)Cc1ccc(NC(=S)NCC(C)C)cc1 | -1% | -2.7% | 6% | 6% | -4.7% | -11% | -25 | 521 | 0% | 1%
COc1cccc(C(=O)/C=C/Nc2ccc(S(=O)(=O)Nc3cnc4ccccc4n3)cc2)c1 | 2% | 1.1% | 41% | 6% | -3.0% | -7% | 20 | 690 | 42% | 10%
Cn1c(=O)n(C)c2cc([N+](=O)[O-])c(N3CCN(C(=O)c4ccc(Cl)cc4)CC3)cc21 | 2% | -0.2% | 10% | 12% | 3.4% | -2% | · | · | 4% | -9%
O=C(NCCc1c[nH]c2ccccc12)c1ccc2c(c1)OCO2 | 0% | · | · | -112% | · | 1% | -5 | 818 | · | -4%
Cc1ccsc1C(=O)N1CCCC(CCC(=O)NCc2ccccc2F)C1 (stereo not drawn) | 2% | 1.6% | -4% | -12% | -5.1% | -7% | 0 | 765 | 15% | 9%
Cc1ccccc1NC(=O)N1CCCC(c2nc(-c3ccc(C(C)C)cc3)no2)C1 (stereo not drawn) | 6% | -0.3% | -3% | 73%* | -5.9% | 1% | · | · | -4% | 11%
CC(C)CCc1noc(CN2CCC(C(=O)N3CCOCC3)CC2)n1 | 13% | · | 0% | 1% | · | -5% | 6 | 685 | 1% | -14%
CC1(C)CC(=O)C(C=NCCN2CCN(C3CC(=O)N(c4ccc(Cl)c(Cl)c4)C3=O)CC2)=C(O)C1 (stereo not drawn) | 2% | 0.7% | · | 15% | -4.5% | -6% | 1 | 705 | · | -3%
c1ccc2[nH]c(CSc3ncnc4c3oc3ccccc34)nc2c1 | 4% | 3.1% | 4% | 1% | 2.0% | -1% | · | · | 17% | 23%
CCCCn1c(SCc2cc(=O)n3ccsc3n2)nc2cc(C(=O)OC)ccc2c1=O | -2% | 0.3% | · | 14% | -6.8% | -4% | · | · | · | 3%
O=C(Nc1ccc(N=Nc2ccccc2)c(NC(=O)C2CCCO2)c1)C1CCCO1 (stereo not drawn) | 3% | 0.0% | 0% | -1% | 1.9% | 5% | -2 | 629 | 11% | 5%

Single entries from above:
CC1(C)CC(=O)C(C=NCCN2CCN(C3CC(=O)N(c4ccc(Cl)c(Cl)c4)C3=O)CC2)=C(O)C1 (stereo not drawn) in CSM14.1 death rescue shows 0.7%
Cc1ccccc1NC(=O)N1CCCC(c2nc(-c3ccc(C(C)C)cc3)no2)C1 (stereo not drawn) in NOD2 inhibition shows 73%*

The list continues.
SMILES | Siah-1 displacement | CSM14.1 death rescue | M17LAP inhibition | NOD2 inhibition | XIAP antagonists | LYP phosphatase | Hep lipid drop | Hep lipid drop cells 6.5 µM | P. falciparum M1AAP | AID2073
CC(C)N(C(=O)NC(=O)Nc1ccc(S(=O)(=O)N2CCCC2)cc1)S(C)(=O)=O | 2% | 0.9% | -2% | 4% | -5.6% | 0% | 14 | 668 | 2% | 5%
Cc1c(C(=O)N2CCN(c3ccccn3)CC2)sc2ncnc(N3CCOCC3)c12 | 2% | -1.9% | -3% | -2% | -1.3% | 0% | 2 | 757 | 0% | -3%
CCOC(=O)c1sc2cccc(F)c2c1N | 2% | -2.8% | -26% | -12% | -1.9% | -3% | 12 | 717 | 5% | 2%
CCCCN1C2CCCC1CC(NC(=O)c1ccc(OC)c(OC)c1)C2 (stereo not drawn) | 0% | -0.2% | -3% | 10% | -5.1% | -10% | · | · | -7% | 23%
O=c1c2ccccc2nnn1CSc1nnnn1-c1ccccc1 | -2% | -0.9% | 0% | -26% | -1.2% | 2% | · | · | 14% | -8%
CC(C)NC(=O)CSc1nc(-c2ccccc2)cs1 | 7% | 2.6% | 14% | -52% | -4.6% | -8% | 0 | 722 | 4% | 3%
Nc1ccc(C(=O)OCc2csc(-c3ccccc3)n2)cc1[N+](=O)[O-] | 5% | 13% | -3% | 4% | -10% | -7% | -6 | 598 | -1% | 12%
COc1cccc(Cn2cc(C)cc(NC(=O)NCc3ccccc3)c2=O)c1 | -3% | · | · | -40% | · | -3% | 0 | 807 | · | 1%
CC(C)(C)OC(=O)N1CCC(C(=O)NNC(=O)c2ccc(Cl)cc2Cl)CC1 | 1% | · | · | 9% | · | -9% | 17 | 754 | · | 5%
CCN(CC)C(=O)Nc1c(C)n(C)n(-c2ccccc2)c1=O | 4% | 1.0% | 4% | -2% | 0.8% | -4% | 2 | 732 | 8% | -8%
N/C(Cn1cncn1)=N\NC(=O)C(=O)Nc1ccc(Cl)cc1Cl | 10% | -2.3% | 13% | 8% | -5.8% | -5% | -3 | 692 | 4% | 12%
Cc1ccc(S(=O)(=O)CCc2ccccn2)cc1 | 2% | -1.1% | -3% | -15% | -0.9% | -6% | 1 | 720 | 1% | -5%
CCC(C)N(C)Cc1cccc(C2(O)CCN(S(=O)(=O)c3ccc(F)c(C)c3)CC2)c1 (stereo not drawn) | 4% | -3.0% | 14% | 8% | -5.8% | -8% | -25 | 707 | -1% | -6%
Cn1c(CNC(=O)CCNC(=O)c2ccccc2F)cc(=O)n(C)c1=O | 4% | · | · | 22% | · | -8% | 12 | 715 | · | 12%
CN1CCN(C(=O)Cn2c(C(F)(F)F)nc3ccccc32)CC1 | 2% | 4.9% | 3% | 10% | -2.4% | -8% | 16 | 760 | 3% | -5%
CCCc1cc(NCc2ccccn2)n2c(nc3ccccc32)c1C#N | 3% | 0.0% | -23% | 22% | -8.0% | -8% | 13 | 693 | 10% | 14%
CCOC(=O)C1CCN(C(=O)Cc2ccc(-c3ccccc3)cc2)CC1 | 4% | · | · | 8% | · | -8% | 0 | 821 | · | 9%
CCc1nc(N2CCOCC2)c(C#N)c2c1CCCC2 | 4% | -2.7% | -20% | 1% | 1.9% | -10% | 13 | 756 | 0% | 27%
Cc1cccc(-c2noc(CCC(=O)Nc3ccccc3)n2)c1 | 2% | · | -1% | 2% | -0.2% | -3% | -7 | 605 | 6% | -3%
O=C(Nc1nc2cc3c(cc2s1)OCCO3)c1cccs1 | 7% | · | -5% | -108% | · | 1% | -5 | 737 | 12% | 11%
COn1c(-c2ccc(Cl)cc2)nc2ccc(Cl)cc21 | 2% | -1.3% | 2% | -21% | -3.6% | -5% | · | · | 12% | 15%
Cc1cc(=O)oc2cc(OCC(=O)NCC3CCCO3)ccc12 (stereo not drawn) | 3% | 1.2% | -7% | -23% | -3.7% | -2% | 2 | 699 | 1% | 6%
COc1cc(C(=O)N2CCC3(CC2)NCCc2[nH]cnc23)cc(OC)c1OC | 7% | · | · | 12% | · | -11% | 20 | 725 | · | -4%
COc1ccc(NCC(=O)n2c(C)c(C)c3ccccc32)cc1 | 15% | 0.2% | 7% | 6% | 1.9% | 4% | -21 | 637 | 4% | 4%
O=C(N/N=C/c1c[nH]c2ccccc12)c1ccc(Br)cc1 | 1% | · | · | -13% | · | -4% | -1 | 821 | · | 26%
CC1CCCCN1CCCNc1ccc(C(CC(N)=O)NC(=O)c2ccccc2)cc1[N+](=O)[O-] (stereo not drawn) | 1% | · | · | 1% | · | 0% | -2 | 835 | · | -5%
CC(=O)N1CCOc2ccc(S(=O)(=O)NCc3ccc(F)cc3)cc21 | 1% | · | · | 15% | · | -9% | -11 | 734 | · | 7%
NCC(=O)NNC(=O)OCC1c2ccccc2-c2ccccc21 | 5% | · | · | -9% | · | -7% | -2 | 756 | · | 7%
Cc1ccc(Cl)c(NC(=O)COC(=O)CNS(=O)(=O)/C=C/c2ccccc2)c1Cl | -3% | 17% | 18% | 0% | -6.5% | -4% | -6 | 668 | 1% | -3%

Full records as entered above. Values in the order: Siah-1 displacement, CSM14.1 death rescue, M17LAP inhibition, NOD2 inhibition, XIAP antagonists, LYP phosphatase, Hep lipid drop, Hep lipid drop cells 6.5 µM, P. falciparum M1AAP, AID2073
CC1CCCCN1CCCNc1ccc(C(CC(N)=O)NC(=O)c2ccccc2)cc1[N+](=O)[O-] (stereo not drawn) is listed as 1%, ·, ·, 1%, ·, 0%, -2, 835, ·, -5%
Cc1ccc(Cl)c(NC(=O)COC(=O)CNS(=O)(=O)/C=C/c2ccccc2)c1Cl is listed as -3%, 17%, 18%, 0%, -6.5%, -4%, -6, 668, 1%, -3%
NCC(=O)NNC(=O)OCC1c2ccccc2-c2ccccc21 is listed as 5%, ·, ·, -9%, ·, -7%, -2, 756, ·, 7%
COc1cc(C(=O)N2CCC3(CC2)NCCc2[nH]cnc23)cc(OC)c1OC is listed as 7%, ·, ·, 12%, ·, -11%, 20, 725, ·, -4%
Cc1cc(=O)oc2cc(OCC(=O)NCC3CCCO3)ccc12 (stereo not drawn) is listed as 3%, 1.2%, -7%, -23%, -3.7%, -2%, 2, 699, 1%, 6%

As a short view, some entries already given.
SMILES | Siah-1 displacement | CSM14.1 death rescue | M17LAP inhibition | NOD2 inhibition | XIAP antagonists | LYP phosphatase | Hep lipid drop | Hep lipid drop cells 6.5 µM | P. falciparum M1AAP | AID2073
NCC(=O)NNC(=O)OCC1c2ccccc2-c2ccccc21 | 5% | · | · | -9% | · | -7% | -2 | 756 | · | 7%
Cc1ccc(Cl)c(NC(=O)COC(=O)CNS(=O)(=O)/C=C/c2ccccc2)c1Cl | -3% | 17% | 18% | 0% | -6.5% | -4% | -6 | 668 | 1% | -3%

A portion of the library; count on the stated rates, not on these rows.
